# PGC1a acetyl inh = inhibitors of PGC1a acetylation signal, primary screen, cell-based, U2OS, AlphaScreen, inhibitor mode; hit rate 0.17% among 350,000; AlphaScreen anti-acetyl-lysine; with virally co-expressed GCN5 acetyltransferase; inhibition, % at 15.6 µM; AID 651687, 2012;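 active = every replicate shows inhibition of at least 40%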;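 also: 0% = neutral control wells and 100% = positive control wells; some results beyond the cut were filed as inactive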
# miR122 inh = miR-122 Renilla sensor signal increase in Huh7, primary screen, miR-122 inhibitor project, cell-based, single point, plate reader. Huh7 miR-122 Renilla luciferase sensor, 48 h; neutral wells = 0, positive control = 100. activation (reporter increase), % at 12.5 µM. hit rate 0.3% among 340,000;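 active = mean replicate activation score at least 90 and every replicate individually at or above 90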;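 also: higher luciferase means less miR-122 activity so hits act as miR-122 inhibitors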
# C2C12 statin = suppressors of statin myotoxicity in C2C12 myotubes, primary screen, cell-based, single point, plate reader | C2C12 myotubes + simvastatin, ATP luminescence, 48 h; scaled: DMSO 0, geranylgeraniol control 100 | rescue of ATP level, % at 7.49 µM | hit rate 0.78% among 330,000;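 active = mean ATP rescue above about 67%, or every replicate alone reaching that limit, limit read from the data, passing the limit was not always enough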;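 also: myotubes were challenged with 10 µM simvastatin during compound exposure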
# Cneo AK release = Cryptococcus neoformans cell lysis inducers, primary screen, AK release luminescence, single concentration; C. neoformans lysis, adenylate kinase release luminescence, 4 h; normalised: neutral wells 0, clomiphene wells 100; lysis activity, % at 15 µM; hit rate 0.2% among 360,000;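 active = mean lysis activity across replicates of at least 80%, whatever share of replicates individually reach that level; inactive = mean lysis activity below 80%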
#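 Assay system: C. neoformans cells. Amount: yeast cell density of 5 × 10^6 cells/mL. Technique: AK luminescence. Buffer or medium: YPD. Times: static 4 h at 37 °C with compound, 1 h detection. Dosing: single-point compound dose. Read-out: lysis from increased AK signal.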
# PglD inh = C. jejuni PglD acetyltransferase inhibitors, primary screen, biochemical, DTNB colorimetric, single point; UDP-N-acetylbacillosamine N-acetyltransferase PglD (Campylobacter jejuni); purified PglD enzyme, DTNB colorimetric CoA detection; inhibition, % at 12.5 µM; hit rate 0.098% among 360,000; in the data active = inhibition above about 16%, passing the limit was not always enough; also: strong numbers were not always called active
# INS-1E GSIS act = GLuc luminescence reporter in INS-1E cells, primary screen for activators of glucose-dependent secretion of insulin | INS-1E GLuc reporter insulin secretion, 2-3 h | activation, % at 16.6 µM | hit rate 0.61% among 370,000 | AID 743287, 2014;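 active = lowest replicate activation of at least 40%, so every replicate reaches that level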;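 also: 0% = median of neutral control wells and 100% = median of IBMX positive control wells; some compounds called inactive have numbers as strong as hits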
# FN deposition inh = inhibitors of fibronectin matrix deposition, primary screen, AH1F cells, Alexa488-fibronectin fluorescence, plate reader. hit rate 0.086% among 350,000. inhibition, % at 12.6 µM. AH1F fibroblasts, overnight;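 active = mean inhibition across replicates of 30% or more, regardless of how many single replicates reach that level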;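 also: positive control wells lacked labelled fibronectin entirely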
#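 Material: AH1F fibroblast monolayer depositing Alexa488-labelled fibronectin into matrix | Input: 10000 AH1F cells/well | Medium: DMEM plus 2% serum, read in PBS | Reagent: Alexa488-fibronectin, 24 nM final in well | Compound dosing: One dose per compound, pinned | Schedule: 1 h adhesion, overnight exposure | Measured by: Fluorescence at 485 nm excitation, 525 nm emission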
# CFTR F508del cor = F508del CFTR correction, initial screen, CFBE line, single point; CFBE cells, YFP halide quenching; stimulated with forskolin plus potentiator P3; % fluorescence drop versus neutral controls; activity (quench increase), % at 7.58 µM; hit rate 0.36% among 350,000; AID 720511, 2013;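 active = mean added fluorescence quench of at least 8% versus neutral control, with both replicates also reaching 8%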;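 also: cells transiently co-express mutant CFTR-F508del with the halide-sensitive YFP; corrector assay measuring rescue of mutant channel to the surface after 24 h compound exposure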
# Starred values were filed as active, the others as inactive; / = not tested or not shown; & = joins results of further samples; [ ] = another dose, or the depositor's remark.
# Order of values – PGC1a acetyl inh, miR122 inh, C2C12 statin, Cneo AK release, PglD inh, INS-1E GSIS act, FN deposition inh, CFTR F508del cor
CC1(Cc2ccc(OC(F)(F)F)cc2)C(=O)Nc2ccc(S(=O)(=O)NC3CCCCC3)cc21 (stereo unspecified)
  -18.1, 12.6, -17.4, 0.2, -1.5, -48.1, -5.9, -2.2
CCC(O)(c1ccccc1)C(CN1CCOCC1)c1ccccc1 (stereo unspecified)
  /, -5.0, 33.1, -2.3, -2.3, 4.2, 0.2, 4.8
COc1ccc(NC(=O)N2CCN(S(C)(=O)=O)CC2)cc1OC
  -11.9, 9.4, 1.7, 7.3, -3.1, /, -2.5, /
Cc1ccc(C(=O)CSc2nc3ccccc3c(=O)[nH]2)cc1
  /, -7.6, -6.8, 0.7, -2.8, /, 5.6, /
Cc1ccc(S(=O)(=O)N(C)C[C@@H]2Oc3ccc(NC(=O)CCN4CCOCC4)cc3C(=O)N([C@@H](C)CO)C[C@H]2C)cc1
  5.1, -1.8[16.7 µM], -25.4, 1.0, -1.0, 8.8, /, -1.7
C[C@@H]1CN([C@@H](C)CO)S(=O)(=O)c2ccc(C#Cc3cccc(F)c3)cc2O[C@H]1CN(C)S(=O)(=O)c1ccccc1F
  21.7, -0.9[16.7 µM], -11.3, 54.6, 2.4, 11.5, 17.0, 4.5
COc1ccc(C)c2sc(NC(=O)C3CC3)nc12
  -1.9, 6.0, 7.7, 1.0, 1.6, -10.8, 4.1, -3.8
O=C(Cn1c(=O)oc2ccccc21)Nc1nnc(N2CCCCCC2)s1
  -0.4, 0.1, -0.7, -0.1, /, /, -6.6, 2.9
Cc1cccn2c(=O)c3cc(S(=O)(=O)c4ccccc4)c(=N)n(Cc4cccnc4)c3nc12
  /, 6.4, -5.7, 2.1, -4.3, 17.9, 2.9, -2.8
O=C(O)CC(NC(=O)Cc1ccc([N+](=O)[O-])cc1)c1ccc2c(c1)OCO2 (stereo unspecified)
  8.1, 4.5, /, /, /, 8.3, -0.2, -2.0
O=C(NCC[C@@H]1CC[C@H](NC(=O)C2CC2)[C@H](CO)O1)c1cnccn1
  5.9, /, 3.5, -2.7, 1.7, 3.1, -8.1, -1.5
COc1ccc(C(=O)O/N=C(\N)c2ccc(OC)c(OC)c2)cc1
  -13.2, /, -11.1, -6.3, 0.6, 44.8*, -3.6, 0.3
O=C1CC(c2ccco2)Sc2nc3ccccc3n21 (stereo unspecified)
  -3.9, 0.7, 4.1, 0.2, /, /, -0.1, /
CCCc1nc2nc(C)c(NS(=O)(=O)c3ccc4c(c3)CCCC4)c(=O)n2[nH]1
  -6.5, -5.7, 3.2, -0.2, 0.9, 5.9, 5.3, 1.5
C[C@@H]1CN([C@H](C)CO)C(=O)c2cccc(NC(=O)NC3CCCCC3)c2O[C@H]1CN(C)S(C)(=O)=O
  2.1, 2.3[16.7 µM], 3.1, -0.5, 0.3, 0.3, /, 2.8
NC(=O)COc1ncn(-c2ccccc2)n1
  /, /, 1.2, 3.1, -4.2, -5.1, /, /
CC(C)C#Cc1ccc2c(c1)O[C@@H](CN(C)C(=O)C1CC1)[C@H](C)CN([C@@H](C)CO)S2(=O)=O
  -1.3, 14.9[16.7 µM], -11.7, -2.2, 0.9, -19.5, /, -1.5
c1ccc(-c2nnc3sc(-c4cc5ccccc5o4)nn23)cc1
  3.1, -7.3, 5.4, -1.3, -2.9, -5.1, 6.9, /
CCOC(=O)[C@H]1[C@H]2COc3ccccc3[C@@H]2N2C(=O)c3c(C)cc(C)cc3NC(=O)[C@@]12C
  49.1, -3.7, 2.2, 0.9, -7.3, -15.8, -9.2, 0.2
CCCCn1nnc(NC(=S)NC(=O)c2ccc(OCC)c([N+](=O)[O-])c2)n1
  -12.0, 4.4, /, 12.0, -2.7, 14.6, -3.6, 2.6
C[C@@H]1CCCCO[C@H](CN(C)Cc2ccc(C(=O)Nc3ccccc3N)cc2)[C@@H](C)CN([C@H](C)CO)C(=O)c2cc(NS(C)(=O)=O)ccc2O1
  -1.1, 6.6[16.7 µM], /, -1.9, 1.8, 10.1, /, 0.8
Cc1cc(SCC(=O)OCC(=O)N(CCC#N)c2ccccc2)nc2ccccc12
  /, /, -14.9, /, /, 4.8, 5.0, -1.0
C[C@@H]1CN([C@H](C)CO)C(=O)c2cc(C#CC3CCCCC3)cnc2O[C@@H]1CN(C)S(C)(=O)=O
  4.7, -10.1[16.7 µM], 35.6, -1.4, -1.4, 3.0, 0.9, 2.8
CCCCn1c(=O)nc2n(-c3ccccc3)c3ccccc3cc-2c1=O
  7.1, 4.4, 19.2, -0.7, 2.9, /, /, /
CCN(CC)S(=O)(=O)c1ccc2c(c1)c(=O)c(C(=O)NCc1cccs1)cn2C
  -8.6, -5.5, /, -2.0, -2.0, 16.1, /, /
COCCN(CCOC)S(=O)(=O)c1ccc(C(=O)NC2CCN(Cc3ccccc3)CC2)cc1
  8.8, -1.5, /, 2.4, -1.8, /, /, /
COc1ccc(-c2ccc3c(c2)[C@@H]2[C@@H](CCN2C(=O)CN2CCOCC2)[C@H](CO)N3)cc1
  9.9, 5.9[16.7 µM], -8.4, -2.6, 2.0, 29.6, -12.6, 1.0
C[C@H](CO)N1C[C@H](C)[C@H](CN(C)C(=O)NC2CCCCC2)Oc2ccc(NC(=O)C3CC3)cc2CC1=O
  2.4, -4.2[16.7 µM], -2.4, -0.3, -9.0, 23.7, /, 1.6
Cc1ccc(C(=O)Nc2nccc(-c3cccs3)n2)cc1
  /, 27.7, 16.3, 2.1, 2.3, /, 4.8, /
Cc1ccc2c(C)c(C(=O)NCC(C)(C)N3CCOCC3)oc2c1C
  /, 0.9, -4.9, -0.5, -5.7, 8.7, 4.4, 0.4
C[C@H](CO)N1C[C@H](C)[C@@H](CN(C)C(=O)CC2CC2)Oc2cc(Br)ccc2S1(=O)=O
  -8.6&-4.4&1.7, 13.6, 3.8, 0.2&-2.1&-3.8, 2.2&2.5&-2.0, 18.9, 8.3&-8.9, -0.6&0.0&0.1
COc1cccc(-c2nc(-c3ccc(Br)o3)no2)c1
  3.0, -5.0, /, -2.7, -3.9, 3.6, 3.2, -0.7
CC(=O)N(C)C[C@@H]1Oc2cc(C#CC3(O)CCCC3)ccc2S(=O)(=O)N([C@@H](C)CO)C[C@H]1C
  1.7, -1.7[16.7 µM], /, -4.6, 1.2, 24.8, -3.8, -0.5
COc1ccc(/C=C2/C(=O)N=C3SCCN32)cc1
  3.3, -5.7, -0.8, -2.5, -3.4, /, /, /
CC(Sc1nnc(-c2cccnc2)o1)C(=O)NC1CCCC1 (stereo unspecified)
  -0.4, -3.5, -0.2, 0.5, 3.9, 4.3, 15.2, -2.2
CC(C)(C)NS(=O)(=O)c1ccc(CCC(=O)N2CCCCC2)cc1
  -2.3, 0.6, 8.4, 5.8, -6.5, /, -3.2, /
CCc1ccc(CN(C)C(=O)c2cc(=O)c3ccccc3o2)cc1
  3.3, 2.0, 44.2, 3.1, -4.1, 10.4, 3.6, -1.7
COCCN(C(=O)c1csnn1)C(C(=O)NC1CCCCC1)c1ccc(C)cc1 (stereo unspecified)
  /, /, 4.3, -2.5, -1.1, -11.7, 3.2, 0.0
Cc1cc(OCC(=O)Nc2nnc(C3CC3)s2)ccc1[N+](=O)[O-]
  /, -1.7, 3.4, 0.6, -0.2, 1.4, 12.3, -0.3
O=C(c1cc2sccc2n1Cc1ccc(F)cc1)N1CCN(c2nc3ccccc3s2)CC1
  -4.4, 0.9, /, 9.0, 4.0, /, 7.6, /
Cc1cc(C([O-])=C(C(=S)Nc2ccc(F)cc2)[n+]2ccccc2)c(C)n1-c1ccc(F)cc1
  8.0, /, -9.9, 0.2, 2.1, -3.6, 13.9, 2.5
CCOc1ccc(NC(=O)c2ccccc2NC(=O)CN2CCCCCC2)cc1
  1.1, -2.5, 25.1, 5.3, -5.1, -2.4, -12.9, -1.0
C[C@H](NC(=O)C[C@H]1C=C[C@@H](NC(=O)c2cccnc2)[C@@H](CO)O1)c1ccccc1
  14.7, /, 1.1, -5.7, -10.6, 6.6, -4.7, 4.8
CCOc1cc2[nH]c(=O)n(CCC(=O)N3CCN(c4ccccc4OC)CC3)c(=O)c2cc1OCC
  /, -3.8, /, -9.2, 1.6, /, 4.0, /
O=[N+]([O-])c1ccc(-c2ccc(/C=N/Nc3nc(N4CCCC4)nc(N4CCCC4)n3)o2)cc1
  -0.5, /, /, /, /, 10.4, -4.9, -1.3
O=C(COc1ccc(Cl)cc1Cl)N/N=C/c1cccnc1
  -0.6, -2.6, -12.1, 0.5, 3.3, -2.1, -1.7, 0.6
COC(=O)CN1C(=S)N(C)C(=O)C1CC(=O)Nc1ccccc1 (stereo unspecified)
  -2.3, -6.6, 8.4, 21.6, -1.2, -2.7, -5.6, -3.2
COc1ccc(NC(=O)Nc2ccc3c(c2)C(=O)N([C@H](C)CO)C[C@H](C)[C@@H](CN(C)S(=O)(=O)c2cccs2)O3)cc1
  -1.1&-3.9, -6.1[16.7 µM], -4.9, -3.6&4.2, 0.6&5.9, -8.4&-11.8, -9.2, 0.8&1.5
COc1ccc(S(=O)(=O)Nc2ccc3c(c2)CC(=O)N([C@@H](C)CO)C[C@H](C)[C@H](CN(C)S(=O)(=O)c2ccc(C)cc2)O3)cc1
  4.1, -7.8[16.7 µM], 16.4, 1.1, 2.6, -13.3, /, 4.6
C=CCC[C@H](Cc1ccc(F)cc1)C(=O)OC[C@@H](NC(=O)[C@@H](CC=C)CC(=O)N[C@@H](CO)Cc1ccccc1)C(C)(C)C
  /, 7.0, -13.2, 14.9, 13.5, -48.9, -4.1, 0.5
Nc1c(C(=O)NCc2ccccc2)c2nc3ccccc3nc2n1-c1ccc2c(c1)OCO2
  -11.6, -1.0, -70.9, -1.7, -1.4, /, 0.4, /
Clc1ccc(CSc2nnc(-c3ccc4c(c3)OCO4)o2)cc1
  -4.0, 2.4, 22.6, 0.0, 1.3, 6.1, /, /
N#Cc1cccc(NC(=O)CN2C(=O)NC(Cc3ccccc3)C2=O)c1 (stereo unspecified)
  9.1, -5.3, -5.9, /, /, 0.8, -8.6, 1.8
Cc1ccc2[nH]c(=O)c(CN(CCc3ccccc3)C(=O)N3CCOCC3)cc2c1
  10.8, 83.0, -6.5, 0.8, 6.0, /, -6.2, /
Cc1noc(C)c1NC(=O)Nc1cccc2c1O[C@@H](CN(C)CC1CC1)[C@H](C)CN([C@@H](C)CO)C2=O
  -5.1, -0.7[16.7 µM], 22.9, -15.4, 3.6, 13.7, /, -0.9
CCC(C)(C)NC(=O)CN(Cc1cccs1)C(=O)CCC(=O)Nc1nccs1
  3.4, /, 1.6, 1.4, -1.9, -4.3, /, 1.9
Cc1cc(C)c(NC(=O)CNC(=O)c2ccc3c(=O)n4c(nc3c2)CCC4)c(C)c1
  0.1, -6.3, -9.7, 1.1, 2.2, 4.9, -4.4, -3.0

# High-throughput results: PubChem, Broad Institute
